From PubChem BioAssay
miR-122 sensor = blocks miR-122 activity in Huh7 sensor cells; AID 602342; 340,000 tested, 0.3% active; Huh7 miR-122 Renilla luciferase sensor, 48 h; neutral wells = 0, positive control = 100; activation (reporter increase), % at 12.5 µM;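 active means mean replicate activation score at least 90 and every replicate individually at or above 90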;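 further: higher luciferase means less miR-122 activity so hits act as miR-122 inhibitors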
FN deposit inh = fibronectin deposition inhibition; AH1F fibroblasts, Alexa488-fibronectin deposition fluorescence, overnight; 350,000 tested, 0.086% active; AID 743247; inhibition, % at 12.6 µM;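 active means mean inhibition across replicates of 30% or more, regardless of how many single replicates reach that level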;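 further: positive control wells lacked labelled fibronectin entirely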
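Material: AH1F fibroblast monolayer depositing Alexa488-labelled fibronectin into matrix | Input: 10000 AH1F cells/well | Medium: DMEM plus 2% serum, read in PBS | Reagent: Alexa488-fibronectin, 24 nM final in well | Compound dosing: One dose per compound, pinned | Schedule: 1 h adhesion, overnight exposure | Measured by: Fluorescence at 485 nm excitation, 525 nm emission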
PAX8 inh HTS = PAX8 transcriptional activity inhibition; RMG-I TPO-luciferase reporter, SteadyGlo, 24 h; inhibition, % at 12.6 µM; 360,000 tested, 1.2% active;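 active means mean replicate inhibition at least 60% with every replicate also reaching 60%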;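 further: luciferase light reporting Pax8 driven TPO promoter activity; plate controls were median of neutral control wells for no effect and mitoxantrone controls for full effect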
LGR2 antag = Drosophila LGR2 receptor signaling inhibition. HEK293 LGR2, CRE-luciferase, bursicon-stimulated, 4 h. 380,000 tested, 0.35% active. inhibition, % at 9.99 µM;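 active means drop in luminescence signal, shown as inhibition above about 50% in the replicate tests, limit read from the data, passing the limit was not always enough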;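 further: agonist challenge used bursicon conditioned medium at about half maximal strength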
Casp6 inh = inhibitors of human caspase-6; 350,000 tested, 0.53% active; inhibition, % at 12.5 µM; purified caspase-6, Z-VEID-R110 cleavage fluorescence; P55212;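 active means mean inhibition across replicates at least about 35%, with every replicate also reaching that limit, limit read from the data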;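 further: 0% = median of neutral control wells and 100% = no fluorescence left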
Target sequence (P55212 24-179 limits assumed): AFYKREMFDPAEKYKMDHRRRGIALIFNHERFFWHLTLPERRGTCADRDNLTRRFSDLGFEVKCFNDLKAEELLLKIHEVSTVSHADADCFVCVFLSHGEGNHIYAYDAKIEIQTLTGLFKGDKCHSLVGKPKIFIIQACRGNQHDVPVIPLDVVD
Target sequence (P55212 194-293 limits assumed): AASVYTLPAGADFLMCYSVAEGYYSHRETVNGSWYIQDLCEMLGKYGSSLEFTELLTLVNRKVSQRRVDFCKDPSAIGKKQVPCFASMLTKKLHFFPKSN
EWS-Fli block = inhibitors of EWS/Fli oncoprotein transcriptional activity | inhibition, % at 12.6 µM | 350,000 tested, 0.67% active | AID 651661 | A673 NR0B1-luciferase reporter, viability-normalised;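 active means mean inhibition of at least 50% after viability correction, with every replicate also passing that limit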;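 further: firefly luciferase signal divided by Alamar Blue viability fluorescence both relative to DMSO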
PGC1a acetyl inh = lowers PGC1a acetylation signal in U2OS cells; inhibition, % at 15.6 µM; AlphaScreen anti-acetyl-lysine; with virally co-expressed GCN5 acetyltransferase; AID 651687; 350,000 tested, 0.17% active;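 active means every replicate shows inhibition of at least 40%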;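 further: 0% = neutral control wells and 100% = positive control wells; some results beyond the cut were filed as inactive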
Cneo AK release = Cryptococcus neoformans lysis via adenylate kinase release; 360,000 tested, 0.2% active; C. neoformans lysis, adenylate kinase release luminescence, 4 h; normalised: neutral wells 0, clomiphene wells 100; lysis activity, % at 15 µM;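 active means mean lysis activity across replicates of at least 80%, whatever share of replicates individually reach that level; inactive means mean lysis activity below 80%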
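Schedule: static 4 h at 37 °C with compound, 1 h detection; system: C. neoformans cells; benchmarks: Clomiphene as positive control; buffer or medium: fresh YPD medium; measure: luminescence rise reflecting yeast cell lysis; measured by: luminescent adenylate kinase detection reagent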
* marks the source's active call; other numbers are inactive results; . = not tested or not shown; [ ] = another dose, or the depositor's remark. Compounds as they come, and some 2.5% of all compounds hit somewhere here.

entry	smiles	miR-122 sensor	FN deposit inh	PAX8 inh HTS	LGR2 antag
1	COc1cccc(/C=C/C(=O)OCC(=O)c2ccc(S(=O)(=O)N3CCCCC3)cc2)c1OC	.	1	3	20
2	CCN(CC)c1nc(C(F)(F)F)nc2c1nnn2Cc1ccccc1	5	7	-4	-9
3	CCNC(=O)CSc1nnc(-c2cccs2)o1	.	3	-5	-28
4	C[C@H](O)C#Cc1cnc2c(c1)C(=O)N([C@@H](C)CO)C[C@@H](C)[C@H](CN(C)Cc1ccc(-c3ccccc3)cc1)O2	-22[16.7 µM]	3	72*	11
5	CC(=O)/C(=N/Nc1ccc(Br)cc1)N1CCCc2ccccc21	.	-4	-13	0
6	CCS(=O)(=O)N1CC2(C1)[C@H](c1ccccc1)[C@@H](CO)N2CC1CCCC1	.	.	15	0
7	COc1ccccc1CNC(=O)C(=O)NCC(c1ccco1)N1CCOCC1 (centres undefined)	-9	14	5	-1
8	Cc1ccc(N=Nc2ccc(N)cc2C)c(S(N)(=O)=O)c1	.	-10	-66	11
9	COc1ccc(-c2sc3cc4c(cc3c2C#CC2(N)CCCCC2)OCO4)cc1	.	-4	5	.
10	O=C(Nc1cc([N+](=O)[O-])ccc1N1CCOCC1)c1ccco1	-1	22	8	-18

entry	Casp6 inh	EWS-Fli block	PGC1a acetyl inh	Cneo AK release
1	-4	1	-4	1
2	3	16	1	2
3	3	-6	6	.
4	-6	-1	19	58
5	-5	8	2	.
6	-3	-7	-9	.
7	2	-36	-10	-1
8	3	-73	.	-2
9	-1	5	.	-1
10	3	-9	.	-1

In another format: 2 of the compounds above
#6 CCS(=O)(=O)N1CC2(C1)[C@H](c1ccccc1)[C@@H](CO)N2CC1CCCC1
  miR-122 sensor: .; FN deposit inh: .; PAX8 inh HTS: 15; LGR2 antag: 0; Casp6 inh: -3; EWS-Fli block: -7; PGC1a acetyl inh: -9; Cneo AK release: .
#7 COc1ccccc1CNC(=O)C(=O)NCC(c1ccco1)N1CCOCC1 (centres undefined)
  miR-122 sensor: -9; FN deposit inh: 14; PAX8 inh HTS: 5; LGR2 antag: -1; Casp6 inh: 2; EWS-Fli block: -36; PGC1a acetyl inh: -10; Cneo AK release: -1

Next section:
entry	smiles	miR-122 sensor	FN deposit inh	PAX8 inh HTS	LGR2 antag
11	c1ccc(CSc2ncn[nH]2)nc1	.	-4	-3	-1
12	Cc1c(Br)c([N+](=O)[O-])nn1CC(=O)NCCc1c[nH]c2ccccc12	1	-13	16	14
13	COc1ccc(NCC(=O)Nc2ccc(Br)cc2F)c(OC)c1	-5	10	9	3
14	O=C(Nc1c(Cl)cccc1Cl)C1CCN(C(=O)c2cccs2)CC1	.	0	12	3
15	COc1cccc(C(=O)Nc2ccc3c(c2)C(=O)N(C)[C@@H]2CC[C@H](CC(=O)N[C@H](C)c4ccccc4)O[C@@H]2CO3)c1	-7[16.7 µM]	-12	-13	12
16	O=C1CNC[C@H]2[C@@H](c3ccc(C#CC4CCCCC4)cc3)[C@H](CO)N12	.	7	.	-11
17	COc1ccc(S(=O)(=O)N2CCC(C(=O)N3CCCCC3)CC2)cc1OC	1	3	-15	.
18	COC(=O)[C@H]1[C@H](CO)[C@H]2Cn3c(ccc(-c4ccccc4)c3=O)[C@H]2N1S(C)(=O)=O	-4[16.7 µM]	.	-7	4
19	CC1(c2ccc(Cl)c(Cl)c2)NC(=S)N2C1NC(=S)N2c1ccccc1 (centres undefined)	13	0	34	.
20	CCOC(=O)[C@]12CCCC=C1N(Cc1cccc3ccccc13)C(=O)[C@H](CC(=O)NCCCOC)C2	.	3	2	14

entry	Casp6 inh	EWS-Fli block	PGC1a acetyl inh	Cneo AK release
11	-1	4	9	.
12	2	11	2	2
13	-2	10	-14	-4
14	1	5	.	-1
15	0	9	-8	-1
16	6	-1	6	.
17	.	.	-4	-2
18	0	-1	.	0
19	.	.	-6	-1
20	2	2	.	.

Remaining list, next part:
entry	smiles	miR-122 sensor	FN deposit inh	PAX8 inh HTS	LGR2 antag
21	CCCn1c(NC(=O)c2ccccc2Br)nc2ccccc21	8	10	3	-32
22	COC(=O)c1ccsc1NC(=O)CN1C(=O)CCC1=O	-3	5	-1	.
23	Cc1cc2ccc3ccccc3c2cc1CN(C)C	3	-1	-84	-58
24	C[C@H](CO)N1C[C@H](C)[C@H](CN(C)C(=O)Nc2ccc(C(F)(F)F)cc2)OCCCC[C@H](C)Oc2ccc(NS(=O)(=O)c3cccs3)cc2C1=O	15[16.7 µM]	.	66*	-22
25	Cc1cc(C)c2c(c1C)C(=O)CCC2	.	1	.	11
26	CCOC(=O)[C@H]1[C@H]2COc3cc(OC)ccc3[C@@H]2N2C(=O)c3ccc(F)cc3NC(=O)[C@@]12C	-2	12	-1	-6
27	CCOC(=O)OC[C@@H]1[C@@H]2NC(=O)N(C)[C@@]1(COCc1ccc(OC)cc1)Oc1ccccc12	.	.	17	.
28	COc1ccc(NC(=O)N(C)C[C@H]2Oc3ccc(NC(=O)Cc4cn(C)c5ccccc45)cc3C(=O)N([C@H](C)CO)C[C@@H]2C)cc1	-1[16.7 µM]	.	.	.
29	O=C(NCC(=O)N1CCN(c2ccccc2O)CC1)c1ccc2c(c1)OCO2	-2	.	6	8
30	CC(Oc1ccc(F)cc1)C(=O)Nc1ccc2ccccc2c1 (centres undefined)	-5	3	-7	.

entry	Casp6 inh	EWS-Fli block	PGC1a acetyl inh	Cneo AK release
21	1	11	9	0
22	-2	2	4	2
23	2	-90	12	-2
24	-1	8	2	1
25	-1	-1	-6	2
26	1	14	1	-2
27	0	17	7	4
28	0	-3	5	-3
29	0	3	.	0
30	.	.	-10	1

Reprinted at random: three compounds from above.
entry	smiles	miR-122 sensor	FN deposit inh	PAX8 inh HTS	LGR2 antag
14	O=C(Nc1c(Cl)cccc1Cl)C1CCN(C(=O)c2cccs2)CC1	.	0	12	3
23	Cc1cc2ccc3ccccc3c2cc1CN(C)C	3	-1	-84	-58
26	CCOC(=O)[C@H]1[C@H]2COc3cc(OC)ccc3[C@@H]2N2C(=O)c3ccc(F)cc3NC(=O)[C@@]12C	-2	12	-1	-6

entry	Casp6 inh	EWS-Fli block	PGC1a acetyl inh	Cneo AK release
14	1	5	.	-1
23	2	-90	12	-2
26	1	14	1	-2

The listing continues:
entry	smiles	miR-122 sensor	FN deposit inh	PAX8 inh HTS	LGR2 antag
31	CC(Cn1cncn1)C(=O)N1CCN(S(=O)(=O)c2ccc(Cl)cc2)CC1 (centres undefined)	-5	5	-4	-15
32	C[C@@H]1CN([C@H](C)CO)C(=O)c2cccc(NC(=O)Nc3ccccc3)c2O[C@@H]1CN(C)CC1CCCCC1	3[16.7 µM]	.	0	20
33	COc1ccc(/C=N/n2nnnc2N)cc1OC	.	4	1	12
34	CO[C@H]1CN(C)C(=O)c2ccc(NC(=O)c3ccccc3F)cc2OC[C@@H](C)N(C(=O)c2ccccc2F)C[C@H]1C	17[16.7 µM]	6	.	-8
35	COc1ccccc1C(=O)Nn1c(C)nc2ccccc2c1=O	7	-1	6	-4
36	CCc1cc2c(=O)c(-c3cnn(-c4ccccc4)c3)coc2c(CN2CCOCC2)c1O	-6	8	-23	.
37	COc1ccc(NS(=O)(=O)c2ccc3c(c2)CCN3C(=O)CCC(=O)O)cc1OC	11	-2	-22	13
38	Cc1ccccc1-c1cnc2c(c1)C(=O)N([C@@H](C)CO)C[C@@H](C)[C@H](CN(C)C(=O)CC1CC1)O2	4[16.7 µM]	-10	5	-14
39	COc1cccc(C#Cc2ccc([C@@H]3[C@@H](CO)N(C(=O)C4CC4)[C@H]3C#N)cc2)c1	.	9	-9	9
40	Cc1ccc(S(=O)(=O)N(C)C[C@@H]2OCCCC[C@@H](C)Oc3ccc(NC(=O)Nc4ccc(F)cc4)cc3C(=O)N([C@H](C)CO)C[C@H]2C)cc1	-13[16.7 µM]	8	43	15

entry	Casp6 inh	EWS-Fli block	PGC1a acetyl inh	Cneo AK release
31	-1	-2	.	1
32	-1	-1	.	4
33	-3	12	1	-1
34	.	-7	1	-6
35	-1	2	-1	3
36	.	.	-13	-2
37	4	-24	1	-1
38	.	2	2	.
39	-1	-6	-7	5
40	3	9	-2	-6

The listing continues.
entry	smiles	miR-122 sensor	FN deposit inh	PAX8 inh HTS	LGR2 antag
41	C=C(C)Cn1c(CN(C)Cc2ccccc2)nc2c1c(=O)n(C)c(=O)n2C	-4	1	-3	5
42	COc1cccc(N2C(=O)C(CC(=O)Nc3ccccc3)N(C3CCCCC3)C2=O)c1 (centres undefined)	1	8	.	14
43	CCCCC(=O)Nc1c(C)cc(C)cc1Cl	4	3	7	.
44	CSc1nnc(-c2cccn(Cc3ccccc3)c2=O)o1	-3	-9	-4	1
45	CC(=O)c1sc(N/N=C\c2ccccc2O)nc1C	4	5	-132	-102
46	C/C(=N\Nc1nc2ccccc2s1)c1ccc(Br)s1	.	5	27	-13
47	COCCNC(=S)Nc1ccc(N2CCCCC2)cc1	-11	.	-43	-30
48	CC(C)(C)CC(C)(C)N=C1Nc2ccccc2NC12C[C@H]1CCC(=O)N3CC[C@@H](C2)[C@@H]13 (some centres undefined)	-8	9	-5	2
49	COc1ccc(CN2CCC(=O)N(CCO)CC2)cc1OC	-7	-2	-10	1
50	NC1=NC[C@@H](Cc2ccc(O)cc2)N1CCc1cc(C(F)(F)F)cc(C(F)(F)F)c1	.	-7	6	-9

entry	Casp6 inh	EWS-Fli block	PGC1a acetyl inh	Cneo AK release
41	1	7	-2	2
42	.	.	-4	7
43	.	.	-11	-3
44	2	4	0	-11
45	4	-99	-13	.
46	-3	-4	.	.
47	3	-11	13	0
48	4	-6	2	0
49	2	-8	6	-1
50	33	3	.	-1

(next part)
entry	smiles	miR-122 sensor	FN deposit inh	PAX8 inh HTS	LGR2 antag
51	O=C(Cc1ccc(NC(=O)C2CCCN(C(=O)C3CC3)C2)cc1)Nc1ccc(C(=O)N2CCOCC2)cc1 (centres undefined)	-7	4	-3	8
52	Cc1noc(C)c1NC(=O)Nc1ccc2c(c1)C(=O)N([C@@H](C)CO)C[C@H](C)[C@@H](CN(C)S(=O)(=O)c1ccc(F)cc1)OCCCC[C@@H](C)O2	7[16.7 µM]	.	-2	-22
53	Cc1ccc(C)c2[nH]c(=O)c(CCNC(=O)CC(C)C)cc12	-2	2	10	11
54	O=C(OCC(=O)N1CCCC1=O)C1CCN(S(=O)(=O)c2c(Cl)cccc2Cl)CC1	3	-5	.	2

entry	Casp6 inh	EWS-Fli block	PGC1a acetyl inh	Cneo AK release
51	0	-9	9	2
52	1	0	4	0
53	-2	-6	-5	1
54	3	3	1	2
